Compound activity as filed in PubChem BioAssay.
TNAP act hiacc = activators of human TNAP at high phosphate acceptor concentration; P05186; purified TNAP, CDP-star luminescence, 1 M DEA, 30 min; active compounds read high; 0 = EDTA background, 1 = DMSO-only activity; activation factor at 20 µM; 200,000 tested, under 10 active;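 active = activation factor at least 2 at 20 µM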
Target sequence (P05186 whole entry, looked up): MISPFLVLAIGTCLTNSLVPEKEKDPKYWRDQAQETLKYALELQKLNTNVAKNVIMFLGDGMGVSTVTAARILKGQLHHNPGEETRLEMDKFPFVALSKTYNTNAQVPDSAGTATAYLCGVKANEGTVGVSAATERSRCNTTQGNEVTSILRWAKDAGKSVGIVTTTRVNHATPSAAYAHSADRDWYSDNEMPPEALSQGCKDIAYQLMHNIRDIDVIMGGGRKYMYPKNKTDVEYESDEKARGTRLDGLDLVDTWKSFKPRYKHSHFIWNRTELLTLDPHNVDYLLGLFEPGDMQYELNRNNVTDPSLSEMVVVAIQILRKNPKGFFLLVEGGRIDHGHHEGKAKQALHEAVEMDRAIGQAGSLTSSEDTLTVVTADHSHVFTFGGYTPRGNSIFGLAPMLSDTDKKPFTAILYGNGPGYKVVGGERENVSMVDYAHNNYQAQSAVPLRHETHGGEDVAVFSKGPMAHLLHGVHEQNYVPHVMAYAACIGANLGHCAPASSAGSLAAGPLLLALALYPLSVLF
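system = human TNAP | amount = enzyme diluted 1/800 final | reagent = 100 µM CDP-star substrate | signal = luminescent substrate turnover signal | dosing = one dose, 20 µM | benchmarks = EDTA negative control, DMSO positive control | measure = activation factor | timing = 30 min reaction, room temperature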
NF-kB neuron act = NF-kB expression increase, human neuronal cells; NF-kB reporter expression; active compounds read high; hit rate 1.6% among 190,000; fold change at 12.5 µM; in the data active = fold change above about 3.3
PMI act hi M6P = activators of human phosphomannose isomerase at near-saturating mannose 6-phosphate; activation factor at 20 µM; hit rate 0.34% among 190,000; P34949; coupled PMI enzyme assay, resazurin fluorescence, 20 min; active compounds read high; 1 = untreated enzyme, 0 = substrate-free blank;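 active = activation factor of 2 or more at 20 µM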
Target sequence (P34949 whole entry, looked up): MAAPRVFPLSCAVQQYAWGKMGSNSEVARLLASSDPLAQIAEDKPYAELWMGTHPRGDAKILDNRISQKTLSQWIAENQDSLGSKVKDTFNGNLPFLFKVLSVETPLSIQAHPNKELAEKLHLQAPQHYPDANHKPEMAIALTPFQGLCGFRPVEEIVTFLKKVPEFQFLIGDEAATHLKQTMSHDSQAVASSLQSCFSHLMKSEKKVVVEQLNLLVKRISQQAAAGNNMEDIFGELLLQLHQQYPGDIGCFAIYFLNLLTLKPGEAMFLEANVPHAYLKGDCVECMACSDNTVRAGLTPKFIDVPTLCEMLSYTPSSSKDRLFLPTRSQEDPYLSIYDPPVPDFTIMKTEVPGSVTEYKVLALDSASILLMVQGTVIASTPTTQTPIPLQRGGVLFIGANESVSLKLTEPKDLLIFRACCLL
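Test system: human phosphomannose isomerase with PGI, G6PDH, diaphorase coupling enzymes / Doses: 20 µM compound, 1% DMSO / Times: enzyme reaction with compound 20 min at room temperature / Measured by: Diaphorase-driven resazurin-to-resorufin fluorescence, excitation 544, emission 590 nm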
bIAP act = intestinal alkaline phosphatase (bovine) activation. hit rate 0.17% among 200,000. activation factor at 20 µM. purified bovine IAP, CDP-star luminescence, 30 min; active compounds read high; fold of DMSO-control signal, blank-subtracted;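 active = activation factor of 2 or more at 20 µM, a signal rise over negative controls twice the positive control's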
TNAP inh noacc = TNAP (human) inhibition, acceptor-free conditions | P05186 | purified TNAP, CDP-star luminescence, 30 min | inhibition, % at 20 µM | hit rate 0.26% among 200,000 | AID 1012;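 active = tissue-nonspecific alkaline phosphatase inhibition above about 50% at 20 µM in the single-dose screen, limit read from the data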;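 also: 0% = DMSO negative control and 100% = EDTA positive control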
TNAP inh hiacc = TNAP (human) inhibition, high acceptor. P05186. purified TNAP, CDP-star luminescence, 1 M DEA. hit rate 0.03% among 200,000. AID 1135. inhibition, % at 20 µM;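 active = over 50% inhibition of tissue-nonspecific alkaline phosphatase at 20 µM in the single-dose screen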;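 also: plate controls were DMSO wells for no effect and EDTA-quenched wells as full inhibition for full effect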
APP 5'UTR act = activates APP 5'UTR luciferase reporter; hit rate 1% among 190,000; activation, % at 2 µM; SH-SY5Y APP 5'UTR luciferase reporter, luminescence; zero percent = DMSO vehicle wells;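 active = activation above a set limit, based on mean plus 3 SD of controls, cut at about 140% in these data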; also: values of inactives mirror those of a sister screen read the other way
PMI activator = phosphomannose isomerase (human) activation; P34949; purified human PMI, coupled resazurin fluorescence, 20 min; active compounds read high; 1 = vehicle control, 0 substrate-free wells; activation factor at 20 µM; hit rate 0.005% among 190,000; AID 1214;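 active = activation factor of 2 or more at 20 µM, relative to plate controls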
FLuc stim CS = firefly luciferase counter-screen for stimulation assays. AID 1027. ATPlite luciferase biochemical, luminescence, 10 min; 0 = ATP-free wells, 1 = DMSO control. P08659. 200,000 tested, under 10 active. activation factor at 10 µM;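 active = luciferase activation factor, scaled between plate controls, of at least 2 with compound at 10 µM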
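Assay system: Luciferase/luciferin reagent mix; Medium: PBS as buffer for the ATP substrate; Dosing: test compounds dosed from 2 mM stocks in 100% DMSO; Times: 10 min, room temperature; Signal: luminescence from luciferase reaction; Read-out: luciferase activation; Controls: No-ATP low control, compound-free enzyme-plus-ATP high control.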
FLuc inh counter = counter-screen for luciferase assay inhibitors: firefly luciferase inhibition; hit rate 1.5% among 200,000; inhibition, % at 10 µM; AID 1006; P08659; ATPLite firefly luciferase biochemical luminescence, 10 min;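 active = inhibition above about 50% when tested at 10 µM, limit read from the data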
Numbers without * were called inactive; / = no result given.

SMILES | TNAP act hiacc | NF-kB neuron act | PMI act hi M6P | bIAP act | TNAP inh noacc | TNAP inh hiacc | APP 5'UTR act | PMI activator | FLuc stim CS | FLuc inh counter
O=C(Nc1ccc2c(c1)OCCO2)c1ccc2ccccc2n1 | 1 | 9.19* | 1 | 0.9 | -9.0 | -4.2 | 220.2* | 1 | 0.4 | 61.7*
Cc1ccc(NC(=O)c2cc(-c3cccc(O)c3)on2)cc1C | 1 | 2.77 | 0.9 | 0.8 | -4.8 | 0.5 | 31.4 | 1 | 1 | 2.7
O=C(N/N=C/c1cccs1)c1ccccn1 | 1 | 2.39 | 1.1 | 1.1 | -2.9 | 2.4 | 123.4 | 1 | 0.5 | 51.1*
COc1ccccc1C(=O)N(CCC1CCCN1C)c1nc2ccccc2s1 (stereo not given) | 1 | 0.64 | 1 | 1 | -7.4 | -4.8 | 127.4 | 1 | 0.8 | 19.7
CC(CCC(=O)Nc1nncs1)C(=O)O (stereo not given) | 1 | 1.08 | 0.8 | 0.9 | -14.0 | -3.7 | 1.7 | 0.9 | 1 | -2.2
CCC(CC)C(=O)Nc1cc(C(=O)NCCc2ccccc2)ccc1Cl | 1.1 | 1.42 | 1 | 0.9 | -13.9 | -7.1 | 12.3 | 1 | 1.1 | -6.8
COc1ccc(-c2cc(C(=O)OCC(=O)N3CCCC3)c3ccccc3n2)cc1 | 1 | 0.69 | 0.9 | 1.1 | -1.8 | -3.8 | -12.6 | 0.9 | 0.9 | 13.2
CC(C)(C)c1ccc(C(=O)NNC(=S)NCC2CCCO2)cc1 (stereo not given) | 1 | 1.23 | 1 | 1 | -180.0 | -0.3 | -8.3 | 1 | 1 | 2.8
Cc1ccc(C(=O)O)cc1S(=O)(=O)N1CCSCC1 | 1.1 | 1 | 1 | 0.9 | -11.9 | -5.5 | -1.4 | 1.1 | 1 | -3.2
O=C(COC(=O)c1cccs1)NC1CCCCC1 | 1 | 1.13 | 0.9 | 0.9 | -3.4 | 1.1 | 2.7 | 0.9 | 1 | 4.0
O=C(NC1CCCC1)C1CC(c2ccc(F)cc2)=NO1 (stereo not given) | 1 | 1.72 | 1.1 | 1 | 7.9 | -2.0 | 14.8 | 1.2 | 1.1 | -8.0
COc1ccc(NCCC#N)cc1 | 1 | 0.93 | 0.9 | 1 | -14.7 | -2.6 | -7.4 | 0.9 | 1 | 2.8

Continued (six carried over from the part before).
SMILES | TNAP act hiacc | NF-kB neuron act | PMI act hi M6P | bIAP act | TNAP inh noacc | TNAP inh hiacc | APP 5'UTR act | PMI activator | FLuc stim CS | FLuc inh counter
COc1ccc(-c2cc(C(=O)OCC(=O)N3CCCC3)c3ccccc3n2)cc1 | 1 | 0.69 | 0.9 | 1.1 | -1.8 | -3.8 | -12.6 | 0.9 | 0.9 | 13.2
CC(C)(C)c1ccc(C(=O)NNC(=S)NCC2CCCO2)cc1 (stereo not given) | 1 | 1.23 | 1 | 1 | -180.0 | -0.3 | -8.3 | 1 | 1 | 2.8
Cc1ccc(C(=O)O)cc1S(=O)(=O)N1CCSCC1 | 1.1 | 1 | 1 | 0.9 | -11.9 | -5.5 | -1.4 | 1.1 | 1 | -3.2
O=C(COC(=O)c1cccs1)NC1CCCCC1 | 1 | 1.13 | 0.9 | 0.9 | -3.4 | 1.1 | 2.7 | 0.9 | 1 | 4.0
O=C(NC1CCCC1)C1CC(c2ccc(F)cc2)=NO1 (stereo not given) | 1 | 1.72 | 1.1 | 1 | 7.9 | -2.0 | 14.8 | 1.2 | 1.1 | -8.0
COc1ccc(NCCC#N)cc1 | 1 | 0.93 | 0.9 | 1 | -14.7 | -2.6 | -7.4 | 0.9 | 1 | 2.8
O=C(CCN1C(=O)C2C3C=CC(C3)C2C1=O)N1CCN(c2ccc(F)cc2)CC1 (stereo not given) | 1.1 | 1.08 | 1 | 1 | -12.9 | -6.2 | -18.8 | 0.9 | 1 | -4.4
NC(Cc1ccc2nonc2c1)C(=O)O (stereo not given) | 1.1 | 1.26 | 1.2 | 1 | -9.8 | -6.5 | 14.8 | 1.1 | 1 | 2.2
COc1ccc(Nc2ncc(C(=O)O)c3ccccc23)cc1 | 1.1 | 1.1 | 1 | 0.9 | -10.5 | -5.0 | -12.1 | 1 | 1 | -1.5
O=[N+]([O-])c1ccc(C2Nc3cccc4cccc(c34)N2)cc1 | 0.9 | 0.87 | 0.9 | 0.7 | -6.6 | 6.6 | 17.3 | 0.9 | 1 | -3.1
O=C(CCCc1nc(-c2ccccc2)no1)N1CCOCC1 | 1.1 | 1.32 | 1 | 0.9 | -11.4 | -7.6 | -0.6 | 1 | 1 | -2.6
COC(=O)NNC(=O)COc1cc(C)ccc1C | 1 | 1.2 | 1 | 1.3 | -15.1 | -4.7 | -15.7 | 1.1 | 1.1 | -6.7
CCCn1c(N)c(N(C)C)c(=O)n(CC(=O)Nc2ccc(OC(F)(F)F)cc2)c1=O | 1 | 1.02 | 1 | 1 | 1.0 | -1.0 | 9.7 | 0.9 | 1.1 | -6.7
COC(=O)NNS(=O)(=O)c1ccc(C)cc1 | 1 | 1.39 | 0.9 | 1.1 | -6.8 | -4.9 | 1.8 | 0.9 | 1 | -1.7
COc1ccccc1C1C([N+](=O)[O-])=CC([N+](=O)[O-])=CN1C (stereo not given) | 0.9 | 1.43 | 1 | 1 | 21.7 | 7.0 | 5.0 | 1.1 | 1.1 | -8.7
CCOC(=O)C1(CC2CCCCO2)CCN(C(=O)Nc2ccc(C(=O)OC)cc2)CC1 (stereo not given) | 1 | 1.05 | 0.9 | 1.1 | -9.0 | -4.0 | 6.5 | 0.9 | 1 | -3.2
Cc1ccc2c3c(c(SCC(=O)Nc4nccs4)nc2c1)CCCC3 | 1 | 1.06 | 1 | 0.9 | -7.5 | 3.2 | -13.5 | 1 | 1 | 0.3
O=C(c1ccc(N2CCCCS2(=O)=O)cc1)N1CCN(c2ccc(N3CCOCC3)nn2)CC1 | 1 | 1.05 | 1 | 1 | -7.3 | -0.3 | 4.5 | 1 | 1 | -0.7
CN(C)CCN=Cc1c(O)n(Cc2ccccc2)c(=O)c2ccccc12 | 1.1 | 1.07 | 0.7 | 1 | -18.0 | -5.9 | 19.4 | 0.8 | 1 | -3.9
Cc1cccc(NCc2ccc(O)c3ncccc23)c1C | 1.1 | 1.05 | 0.2 | 1.1 | -13.7 | -6.8 | 7.0 | 0.4 | 1.1 | -5.3
Cc1nonc1NC(=O)CSc1nc2ccccc2[nH]1 | 1.1 | 1.22 | 1 | 1.1 | -8.5 | -7.2 | 6.2 | 1 | 1.1 | -8.4
COc1ccc(SCc2noc(C(=O)NC(C)C)c2C(=O)O)cc1 | 1 | 1.34 | 1.1 | 1.1 | -6.5 | 1.4 | 8.9 | 1 | 1.1 | -7.1
O=C(CSc1ncccc1C(=O)O)NCCC1=CCCCC1 | 1 | 1.3 | 1 | 1 | 3.9 | -2.7 | 5.5 | 1 | 1 | -3.8
COC(=O)c1c(O)cc(C(C)(C)C)n(-c2ccc(F)cc2)c1=O | 1 | 1.11 | 1.1 | 1 | -14.8 | -0.3 | 18.6 | 1.1 | 1.1 | -9.8
Cc1nnc(Sc2c(N)n(C)c(=O)n(C)c2=O)s1 | 1 | 1.19 | 1 | 0.9 | -4.5 | 1.5 | 9.3 | 1 | 1 | -3.2
CCOC(=O)c1sc(=NC(=O)CCS(=O)(=O)c2ccccc2)n(C)c1C | 1 | 1.05 | 1 | 1.1 | -7.7 | -1.7 | 6.2 | 1 | 1 | -1.9
CC(=O)c1c(C(C)=O)c(C)n(C(c2ccccc2)c2ccccc2)c1C | 1.1 | 1.14 | 1 | 1.2 | -9.7 | -5.6 | 26.4 | 0.9 | 1 | -2.9
O=C(Nc1c(-c2ccccc2)nc2ccccn12)c1cccs1 | 1 | 1.05 | 1 | 0.8 | -13.0 | -3.0 | -6.9 | 0.9 | 1.1 | -9.9
CCOC(=O)Cn1c(=NC(=O)C(C)(C)C)sc2cc([N+](=O)[O-])ccc21 | 1 | 1.15 | 1 | 1 | -13.4 | 2.2 | -10.3 | 0.9 | 1.1 | -5.2
CCOC(=O)c1csc(-c2ccc([N+](=O)[O-])cc2)n1 | 1 | 1.6 | 0.9 | 1 | 1.5 | -4.7 | -32.7 | 0.9 | 0.9 | 5.6
COCCn1nnnc1C(C(C)C)N1CCC(Cc2ccccc2)CC1 (stereo not given) | 1.1 | 1.02 | 1.1 | 0.9 | -13.4 | -9.2 | -6.6 | 1 | 1.1 | -10.0
COc1ccc(CNC(=O)COC(=O)c2ccccn2)cc1 | 1.1 | 1.02 | 1 | 1.1 | -4.9 | -5.6 | 5.7 | 1.1 | 1.1 | -7.2
Cc1[nH]c2ccccc2c1C(=O)COC(=O)c1ccc2c(=O)n3c(nc2c1)CCC3 | 1 | / | 1 | 1.1 | -6.6 | -1.9 | -1.6 | 1 | 1.1 | -6.6
CCOc1ccc(N2C(=O)CN(O)C=C3N=c4ccccc4=C32)cc1 | 1 | 0.89 | 0.8 | 1 | 0.2 | 2.2 | 5.4 | 1 | 1 | 3.3
CC(NC(=S)Nc1ccc(Cl)cc1)C(c1ccccc1)N1CCOCC1 (stereo not given) | 1 | 0.98 | 1 | 1.1 | -10.0 | 4.1 | 2.8 | 0.9 | 1 | -2.6
Fc1ccc(C2=Nc3cccc4cccc(c34)N2)cc1 | 0.9 | 1.31 | 0.5 | 0.8 | 8.4 | 10.9 | 15.2 | 0.8 | 0.9 | 5.8
Cc1cc(C(=O)OCC(=O)Nc2ccc(S(N)(=O)=O)cc2)c2ccccc2n1 | 1.1 | 0.85 | 1.1 | 1 | -1.7 | -5.6 | -4.6 | 1.1 | 1 | -1.1
CCOC(=O)CC1C(=O)NCCN1S(=O)(=O)c1ccc(Cl)c(Cl)c1 (stereo not given) | 1 | 0.89 | 1.1 | 1 | -1.6 | -1.3 | -3.6 | 1.1 | 1.1 | -7.3
O=C(NCc1ccc2c(c1)OCO2)c1cccs1 | 1 | 1.27 | 1 | 0.9 | -4.6 | -0.6 | 5.1 | 1 | 1.1 | -8.4
O=C(CN1CCN(c2ccc(F)cc2)CC1)NCc1cccs1 | 1 | 0.83 | 1.1 | 0.9 | -6.9 | 3.4 | 8.1 | 1.1 | 1 | -0.2
CCCC(=O)Nc1ccc2oc(=O)ccc2c1 | 1 | 1.47 | 1.1 | 1 | -7.6 | 0.7 | -12.1 | 1.1 | 1 | 3.5
Cn1c(SCC(=O)N2CCOCC2)nnc1-c1cccc(NC(=O)c2ccccc2)c1 | 1 | 0.91 | 1.3 | 1 | -10.4 | -0.1 | -5.4 | 1.3 | 1 | 1.9
O=C(COC(=O)c1cc2ccccc2o1)c1ccccc1 | 1 | 1.02 | 0.9 | 0.9 | -3.6 | -0.5 | 2.3 | 0.9 | 0.7 | 26.3
Cc1cc(C)cc(NC(=O)C2(c3ccccc3)CC2(Cl)Cl)c1 (stereo not given) | 1 | 1.03 | 0.9 | 0.8 | -13.2 | -4.2 | 13.8 | 0.9 | 1.1 | -6.8
O=C(C1CC1)N1CCCC(c2ccc(Cl)cc2)=N1 | 1 | 0.99 | 1 | 1 | 7.9 | 1.8 | 5.3 | 1 | 1 | -4.4
